Screening data: PubChem BioAssay, The Scripps Research Institute Molecular Screening Center
GPR151 ag: activators of human GPR151; Q8TDV0; PathHunter beta-arrestin GPR151 cells, luminescence; activation, % at 11.2 µM; hit rate 1% among 650,000; AID 1508602; in the data active means activation above about 4.9%;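 further: 0% = median of compound wells and 100% = cells with positive control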
Target sequence (Q8TDV0 whole entry, looked up): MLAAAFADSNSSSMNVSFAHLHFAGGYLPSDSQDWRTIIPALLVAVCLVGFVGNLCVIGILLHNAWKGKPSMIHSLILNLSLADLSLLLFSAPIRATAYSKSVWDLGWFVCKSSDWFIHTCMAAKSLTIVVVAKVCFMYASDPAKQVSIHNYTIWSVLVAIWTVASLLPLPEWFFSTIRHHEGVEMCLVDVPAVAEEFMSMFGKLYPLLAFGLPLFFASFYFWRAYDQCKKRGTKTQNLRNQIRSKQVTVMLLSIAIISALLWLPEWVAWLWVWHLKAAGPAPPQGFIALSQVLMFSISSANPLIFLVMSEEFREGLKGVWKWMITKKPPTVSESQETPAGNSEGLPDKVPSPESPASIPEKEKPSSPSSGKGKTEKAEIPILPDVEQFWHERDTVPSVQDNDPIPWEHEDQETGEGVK
FBW7 act: human FBW7 E3 ligase activation, primary screen | Q969H0 | AlphaScreen FBW7–phospho-cyclin E peptide binding, activator screen | normalized activity (activation), % at 26.1 µM | hit rate 0.13% among 650,000 | AID 1259310; in the data active means normalized activity above about 1.9%;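 further: purified mutant Fbw7 with reduced substrate affinity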
MITF primary: blocks human microphthalmia-associated transcription factor; AlphaScreen MITF homodimerization, bead proximity signal; AID 1259374; O75030; hit rate 0.91% among 650,000; inhibition, % at 2.6 µM; in the data active means inhibition above about 50%;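 further: 0% = vehicle wells with protein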
Target sequence (O75030 whole entry, looked up): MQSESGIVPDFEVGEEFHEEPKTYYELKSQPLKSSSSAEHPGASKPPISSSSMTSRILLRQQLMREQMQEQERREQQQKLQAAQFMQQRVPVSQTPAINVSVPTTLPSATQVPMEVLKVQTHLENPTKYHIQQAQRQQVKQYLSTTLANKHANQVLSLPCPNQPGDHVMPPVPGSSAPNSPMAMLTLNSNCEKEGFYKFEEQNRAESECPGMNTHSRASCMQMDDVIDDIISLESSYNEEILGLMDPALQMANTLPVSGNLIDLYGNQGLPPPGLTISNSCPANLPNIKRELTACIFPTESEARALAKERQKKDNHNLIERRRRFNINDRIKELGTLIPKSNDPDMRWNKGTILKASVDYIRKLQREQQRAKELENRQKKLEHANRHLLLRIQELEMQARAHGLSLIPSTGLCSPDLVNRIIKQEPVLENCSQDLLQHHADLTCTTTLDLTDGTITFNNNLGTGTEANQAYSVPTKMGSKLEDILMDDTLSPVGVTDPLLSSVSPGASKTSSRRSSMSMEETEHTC
TEAD-YAP inh: TEAD-YAP interaction inhibition; HEK-TIYL cells, TEAD-Gal4/YAP UAS-luciferase luminescence; inhibition, % at 9.12 µM; hit rate 1.4% among 640,000; AID 1259422; in the data active means inhibition above about 32%;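 further: 0% = median of test compound wells and 100% = reference inhibitor wells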
* = called active by the depositor; & = joins results of further samples.

`Cc1c(C(=O)OCC(=O)Nc2sccc2C#N)oc2c1ccc1ccccc12` gave GPR151 ag 0.4, FBW7 act 0.0, MITF primary 7.7 and TEAD-YAP inh -31.5.
COc1cc(Nc2ccc(-c3ccc(C(C)=O)cc3)cn2)cc(OC)c1OC was read as GPR151 ag 0.7, FBW7 act -0.4, MITF primary -8.4 and TEAD-YAP inh 1.0.
For Cc1ccc(-c2nnc(SCC(=O)OC(C)C)o2)cc1 the results were GPR151 ag 2.5, FBW7 act 0.0, MITF primary -5.6 and TEAD-YAP inh 9.4.
Screening Cc1cc(N2CCC(O)(c3ccc4c(c3)OCO4)CC2)nc(N)n1 returned GPR151 ag 1.1, FBW7 act 0.3, MITF primary -5.4 and TEAD-YAP inh -7.8.
CCOC(=O)C1=C(C)N=c2s/c(=C/c3ccoc3)c(=O)n2C1c1ccccc1 (stereo not given) was read as GPR151 ag -0.9, FBW7 act 0.9, MITF primary 15.1 and TEAD-YAP inh 10.5.
For O=C(NC(=S)Nc1ncc(S(=O)(=O)c2ccc([N+](=O)[O-])cc2)s1)c1ccc(Cl)cc1 the results were GPR151 ag 0.3, FBW7 act 0.1, MITF primary -1.4 and TEAD-YAP inh -2.1.
For COc1cc(S(=O)(=O)N2CCN(c3ccccc3)CC2)c(Cl)cc1Cl the results were GPR151 ag 0.1, FBW7 act -0.2, MITF primary 7.5 and TEAD-YAP inh -7.5.
CCC(C)c1ccc(NC(=O)c2ccccc2Br)cc1 (stereo not given) was read as GPR151 ag 0.2, FBW7 act -0.1, MITF primary 0.6 and TEAD-YAP inh -53.9.
For CC1(C)CC(=O)C2=C(C1)N(N1CCOCC1)C(N)=C(C#N)C2c1ccc(Cl)cc1 (stereo not given) the results were GPR151 ag -0.8, FBW7 act 0.0, MITF primary 3.8 and TEAD-YAP inh 2.8.
For CN(C)S(=O)(=O)c1ccc(Cl)c(C(=O)O)c1 the results were GPR151 ag -1.4, FBW7 act -0.1, MITF primary -2.6 and TEAD-YAP inh -2.6.
CC(=O)Nc1cccc(C(=O)N/N=C/c2cc(Br)cc([N+](=O)[O-])c2O)c1 was read as GPR151 ag -1.6, FBW7 act -0.6, MITF primary 15.0 and TEAD-YAP inh -0.7.
CC1=C(C#N)C(NC(=O)CCC2CCCCC2)(C(F)(F)F)C(=O)N1 (stereo not given) was read as GPR151 ag -0.3, FBW7 act 0.1, MITF primary 16.6 and TEAD-YAP inh 4.2.
For CC(C)n1cnc2c(NCc3nc4ccccc4[nH]3)nc(-c3cccc(N)c3)nc21 the results were GPR151 ag 2.5, FBW7 act -0.2, MITF primary 3.0 and TEAD-YAP inh 83.7*.
COc1cccc(C(=O)Oc2ccc(Br)cc2)c1 was read as GPR151 ag -0.5, FBW7 act 0.3, MITF primary 4.7 and TEAD-YAP inh -8.8.
Screening Cc1ccc(C(=O)CSc2nnc(-c3cccc(F)c3)n2-c2ccccc2)s1 returned GPR151 ag -1.9, FBW7 act 0.5, MITF primary 21.1 and TEAD-YAP inh -3.0.

The final four compounds of the part above open the next one.
CC1=C(C#N)C(NC(=O)CCC2CCCCC2)(C(F)(F)F)C(=O)N1 (stereo not given) was read as GPR151 ag -0.3, FBW7 act 0.1, MITF primary 16.6 and TEAD-YAP inh 4.2.
For CC(C)n1cnc2c(NCc3nc4ccccc4[nH]3)nc(-c3cccc(N)c3)nc21 the results were GPR151 ag 2.5, FBW7 act -0.2, MITF primary 3.0 and TEAD-YAP inh 83.7*.
COc1cccc(C(=O)Oc2ccc(Br)cc2)c1 was read as GPR151 ag -0.5, FBW7 act 0.3, MITF primary 4.7 and TEAD-YAP inh -8.8.
Screening Cc1ccc(C(=O)CSc2nnc(-c3cccc(F)c3)n2-c2ccccc2)s1 returned GPR151 ag -1.9, FBW7 act 0.5, MITF primary 21.1 and TEAD-YAP inh -3.0.
Screening N=c1oc2ccc([N+](=O)[O-])cc2cc1C(=O)Nc1ccccc1Cl returned GPR151 ag 0.4, FBW7 act 0.2, MITF primary 5.0 and TEAD-YAP inh 3.9.
COc1ccc2c(c1)OC(C)CN(CCC(=O)N1CCN(Cc3ncccc3C)CC1)C2 (stereo not given) was read as GPR151 ag -0.8, FBW7 act -0.1, MITF primary 12.6 and TEAD-YAP inh 10.2.
Screening Nc1cccc(C(=O)Nc2ccc(O)cc2)c1 returned GPR151 ag -1.3, FBW7 act 0.0, MITF primary 4.5 and TEAD-YAP inh 12.2.
For Cc1ccc(-c2nn(-c3ccccc3)cc2/C=N/O)o1 the results were GPR151 ag 2.5&-0.2, FBW7 act -0.2&-0.3, MITF primary 3.5&-2.8 and TEAD-YAP inh -0.6&-4.2.
For Cc1ccsc1CN1CCc2nc(N3CCC(C)CC3)[nH]c(=O)c2C1 the results were GPR151 ag 0.5, FBW7 act 0.0, MITF primary 4.8 and TEAD-YAP inh 1.4.
`CCOC(=O)c1c(NC(=O)c2ccco2)sc(C(=O)Nc2cc(C(F)(F)F)ccc2Cl)c1C` gave GPR151 ag 1.2, FBW7 act -0.1, MITF primary 8.5 and TEAD-YAP inh -2.8.
CCOC(=O)C1=C(C)N=c2s/c(=C\c3ccc(OCC)cc3)c(=O)n2C1c1cc(OC)ccc1OC (stereo not given) was read as GPR151 ag -0.6, FBW7 act 0.0, MITF primary -10.8 and TEAD-YAP inh -7.3.
`CC1(C)CC(=O)C2=C(C1)Nc1ccccc1NC2c1c(F)cccc1Cl` (stereo not given) gave GPR151 ag 0.1, FBW7 act -0.1, MITF primary 9.5 and TEAD-YAP inh 4.5.
For CC(C)(C)C1CCc2c(sc3nnn(CC(=O)N4CCCC4)c(=O)c23)C1 (stereo not given) the results were GPR151 ag -0.5, FBW7 act -0.1, MITF primary 7.5 and TEAD-YAP inh -3.5.
Screening Cc1cc(C(=O)N/N=C/c2ccc(O)cc2)c(C)o1 returned GPR151 ag -8.7, FBW7 act -0.1, MITF primary -21.5 and TEAD-YAP inh -35.0.
Screening O=C(O)c1ccc(Nc2nc3ccccc3nc2NS(=O)(=O)c2ccccc2)cc1O returned GPR151 ag 0.2, FBW7 act -0.3, MITF primary -4.1 and TEAD-YAP inh -10.3.
`CCCS(=O)(=O)c1ncc(Cl)c(C(=O)Nc2ccc(OC)c(Cl)c2)n1` gave GPR151 ag 0.7, FBW7 act 0.1, MITF primary 0.2 and TEAD-YAP inh -14.3.
Screening O=C(Cn1nnc(-c2ccccc2)n1)N1CCCc2ccccc21 returned GPR151 ag 0.0, FBW7 act 0.0, MITF primary 5.1 and TEAD-YAP inh 4.4.
CN(C)c1ccc(/C=C2/NC(=O)N(c3cccc(Cl)c3)C2=O)cc1 was read as GPR151 ag -0.7, FBW7 act 0.1, MITF primary -11.0 and TEAD-YAP inh -7.9.
`O=C(CNC(=O)c1ccco1)OCc1cccc([N+](=O)[O-])c1` gave GPR151 ag 1.8, FBW7 act 0.1, MITF primary 8.8 and TEAD-YAP inh -7.6.
`O=C(CC1C(=O)N(c2ccccc2)C(=S)N1Cc1ccco1)NCCc1ccccc1` (stereo not given) gave GPR151 ag -1.5, FBW7 act 0.0, MITF primary -4.9 and TEAD-YAP inh 5.1.
Screening Cc1ccccc1NC(=O)c1cc2ccccc2o1 returned GPR151 ag -5.8, FBW7 act 0.1, MITF primary -3.9 and TEAD-YAP inh -20.9.
For Cc1ccc2oc(-c3ccc(NC(=O)c4cc(Br)ccc4Cl)cc3O)nc2c1 the results were GPR151 ag -1.3, FBW7 act -0.1, MITF primary -11.4 and TEAD-YAP inh -11.3.
For CCc1ccc(C2C(C(=O)OC(C)CC)=C(C)NC3=C2C(=O)CC(c2ccc(OC)cc2)C3)cc1 (stereo not given) the results were GPR151 ag 0.5, FBW7 act 0.1, MITF primary 3.9 and TEAD-YAP inh 2.1.
COC(=O)c1cc(NS(=O)(=O)c2ccc(NC(C)=O)cc2)cc(C(=O)OC)c1 was read as GPR151 ag 1.0, FBW7 act -0.1, MITF primary 6.1 and TEAD-YAP inh -2.3.
CSCCC(C(=O)Nc1ccccc1)N1C(=O)c2ccccc2C1=O (stereo not given) was read as GPR151 ag 1.8, FBW7 act -0.2, MITF primary -2.5 and TEAD-YAP inh -1.4.
`CN1CCN(C(CNS(=O)(=O)c2ccc3ccccc3c2)c2ccc3c(c2)CCN3C)CC1` (stereo not given) gave GPR151 ag -0.1, FBW7 act -0.1, MITF primary 12.8 and TEAD-YAP inh 6.6.
COc1ccc(C(=O)N2CCc3cc(OC)c(OC)cc3C2c2ccccc2)cc1 (stereo not given) was read as GPR151 ag -1.3, FBW7 act -0.1, MITF primary 9.8 and TEAD-YAP inh -4.0.
For O=C(CCCn1c(=S)[nH]c2ccccc2c1=O)NCc1ccccc1Cl the results were GPR151 ag 0.1, FBW7 act 0.1, MITF primary 10.9 and TEAD-YAP inh 7.0.
For CC(C)(C)NC(=O)C1c2ccccc2Oc2ccccc21 the results were GPR151 ag -0.2, FBW7 act 0.1, MITF primary 3.7 and TEAD-YAP inh 0.4.
N#Cc1c(NC(=O)C2=COCCO2)sc2c1CCCC2 was read as GPR151 ag -3.4, FBW7 act -0.1, MITF primary -4.9 and TEAD-YAP inh -57.5.
`COc1ccccc1C1C=C(c2ccc(C(C)C)cc2)Nc2ncnn21` (stereo not given) gave GPR151 ag -0.9, FBW7 act 0.7, MITF primary 18.2 and TEAD-YAP inh -10.2.
CCOC(=O)N1CCN(CC(O)COCCOc2c(C)cccc2C)CC1 (stereo not given) was read as GPR151 ag 2.2, FBW7 act -0.1, MITF primary -1.9 and TEAD-YAP inh 3.6.
`C=CCNC(=O)CC(=O)N/N=C/c1ccccc1F` gave GPR151 ag -0.5, FBW7 act 0.0, MITF primary 12.7 and TEAD-YAP inh 10.3.
Screening COCc1ccc(-c2ccc(OC3CCN(C(C)=O)CC3)cc2)cc1 returned GPR151 ag 0.5, FBW7 act 0.0, MITF primary -2.8 and TEAD-YAP inh 1.0.
`COc1ccc(C2=CC(c3cccc(Br)c3)n3ncnc3N2)cc1OC` (stereo not given) gave GPR151 ag -2.2, FBW7 act 0.2, MITF primary 12.2 and TEAD-YAP inh -2.1.
For O=C(Cn1cncn1)N1CCOc2ccc(CN3CCN(c4ccccc4)CC3)cc2C1 the results were GPR151 ag 0.5, FBW7 act -0.1, MITF primary -23.2 and TEAD-YAP inh -1.3.
Screening FC(F)(F)c1cc(-c2ccc(Cl)cc2)nc(N2CCOCC2)n1 returned GPR151 ag -2.0, FBW7 act 0.0, MITF primary 3.4 and TEAD-YAP inh 3.9.
`CCOc1ccc(C2=NC(c3cc(Br)ccc3OC)NC(c3cc(Br)ccc3O)C2)cc1` (stereo not given) gave GPR151 ag 0.1, FBW7 act 0.2, MITF primary 19.4 and TEAD-YAP inh -0.4.
For COc1ccc2oc(=O)c(-c3nnc(Nc4cc(C(F)(F)F)ccc4Cl)s3)cc2c1 the results were GPR151 ag -1.4, FBW7 act -0.3, MITF primary -9.4 and TEAD-YAP inh -2.3.
CCn1c(SCC(=O)Nc2cccc3ccccc23)nc2c1c(=O)n(C)c(=O)n2C was read as GPR151 ag -0.2, FBW7 act 0.1, MITF primary 2.2 and TEAD-YAP inh 22.9.
For CCCCN(C)CCCNC(=O)CCn1nc(-c2ccccc2)ccc1=O the results were GPR151 ag -0.3, FBW7 act -0.1, MITF primary -2.1 and TEAD-YAP inh -5.5.
Cc1cccc(-c2nc3ccccc3c(=O)n2NCc2ccc(Br)s2)c1 was read as GPR151 ag -0.5, FBW7 act 0.2, MITF primary -8.2 and TEAD-YAP inh -2.8.
Cc1ccc(C(=O)N2CCN(C(=O)CN3CCCC3)C2)cc1 was read as GPR151 ag 0.5, FBW7 act -0.2, MITF primary -0.6 and TEAD-YAP inh -3.1.
Screening Cc1cccc2sc(NC(=O)C(NS(=O)(=O)c3cccs3)C(C)C)nc12 (stereo not given) returned GPR151 ag 0.6, FBW7 act 0.0, MITF primary -16.4 and TEAD-YAP inh 14.1.
`Nc1ccccc1C(=O)Nc1ccc(F)cc1` gave GPR151 ag -5.6, FBW7 act 0.0, MITF primary -1.0 and TEAD-YAP inh -48.3.
Screening CN1CCN(Cc2oc(CO)cc(=O)c2O)CC1 returned GPR151 ag 0.4, FBW7 act -0.1, MITF primary 4.4 and TEAD-YAP inh -9.4.
For CCOc1ccc(C(=O)n2nc(N)c3cc4cc(OC)ccc4nc32)cc1 the results were GPR151 ag 1.8, FBW7 act -0.2, MITF primary 14.7 and TEAD-YAP inh 38.2*.
`CCOC(=O)N1CCC(NC(=O)c2ccc(N3CC4CC(C3)c3cccc(=O)n3C4)c(NC(=O)c3ccncc3)c2)CC1` (stereo not given) gave GPR151 ag 4.9*, FBW7 act -0.2, MITF primary -1.5 and TEAD-YAP inh -4.7.
CCOc1cc(/C=N/NC(=O)c2cc(O)c(O)c(O)c2)ccc1O was read as GPR151 ag 0.9, FBW7 act 0.3, MITF primary 82.0* and TEAD-YAP inh -4.5.
Screening C[C@@H](OCc1ccccc1)[C@@H]1NC(=O)[C@H]2CN(Cc3ccc4ncccc4c3)CCN2C1=O returned GPR151 ag -1.0, FBW7 act 0.7, MITF primary 15.9 and TEAD-YAP inh 4.6.

Pulled one by one from the list above, 2 records:
N#Cc1c(NC(=O)C2=COCCO2)sc2c1CCCC2 was read as GPR151 ag -3.4, FBW7 act -0.1, MITF primary -4.9 and TEAD-YAP inh -57.5.
`Cc1c(C(=O)OCC(=O)Nc2sccc2C#N)oc2c1ccc1ccccc12` gave GPR151 ag 0.4, FBW7 act 0.0, MITF primary 7.7 and TEAD-YAP inh -31.5.
